M4 PAM: potentiates acetylcholine response at human M4 receptor; CHO-K1 hM4/Gqi5, Fluo-8 calcium fluorescence, ACh EC20; 0% = ACh EC20, 100% = maximal ACh; activation, % at 3 µM; 0.4% of 360,000 active; AID 624126;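 active = activation above its plate's cutoff, the mean activation of sample wells plus 3 SD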; note: some results filed as inactive read as strong as hits
Target sequence (P08173 whole entry, looked up): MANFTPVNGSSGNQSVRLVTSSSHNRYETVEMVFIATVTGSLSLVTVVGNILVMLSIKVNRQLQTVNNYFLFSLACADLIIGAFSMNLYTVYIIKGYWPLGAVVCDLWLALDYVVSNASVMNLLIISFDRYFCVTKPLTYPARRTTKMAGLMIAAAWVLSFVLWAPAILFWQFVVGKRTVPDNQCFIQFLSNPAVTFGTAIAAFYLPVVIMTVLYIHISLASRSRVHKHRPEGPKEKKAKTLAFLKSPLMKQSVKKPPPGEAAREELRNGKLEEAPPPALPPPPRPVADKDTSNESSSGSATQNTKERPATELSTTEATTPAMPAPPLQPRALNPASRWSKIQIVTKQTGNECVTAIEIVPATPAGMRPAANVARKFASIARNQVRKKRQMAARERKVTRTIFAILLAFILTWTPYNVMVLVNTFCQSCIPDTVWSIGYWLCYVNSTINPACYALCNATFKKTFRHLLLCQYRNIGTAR
TAAR1 ag: human TAAR1 agonism | 0.99% of 360,000 active | activation, % at 3 µM | Q96RJ0 | AID 624467 | CHO RD-HGA16 TAAR1, Fluo-8 calcium fluorescence; vehicle wells 0%, saturating PEA agonist 100%;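 active = activation above the mean activation of all test compounds in the run plus 3 SD, cut at about 38% in these data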
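Benchmarks: low control DMSO, high control PEA (EC100); System: CHO RD-HGA16 cells carrying human TAAR1 plus Gα16; Detection: Fluo-8 fluorescence, 5 s baseline then 140 s kinetic read; Schedule: 17-24 h plating, Fluo-8 75 min 37 °C, 30 min RT; Read-out basis: % activation from peak over basal fluorescence ratio, DMSO-to-PEA scaled.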
M1 PAM parental: M1 PAM counterscreen hit in parental CHO-K1 cells; 0.02% of 360,000 active; ATP EC20, Fluo-8 calcium fluorescence; 0% at ATP EC20, 100% at ATP max; activation, % at 3 µM;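 active = activation above the run cutoff, the mean activation of all test compounds plus 3 SD, cut at about 40% in these data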;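 note: peak over basal fluorescence ratio in a 140 s read after ATP addition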
TAAR1 antagonist: antagonists of human TAAR1. Q96RJ0. CHO RD-HGA16 TAAR1, Fluo-8 calcium fluorescence, antagonist. inhibition, % at 3 µM. 1.5% of 360,000 active;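 active = inhibition above a per-plate cutoff, the mean inhibition of test compounds on that plate plus 3 SD, cut at about 49% in these data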;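 note: 0% = DMSO plus EC80 beta-PEA response and 100% = DMSO alone without agonist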
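Test system: CHO RD-HGA16 cells bearing hTAAR1 | Reagent: β-PEA, EC80 | Compound dosing: 3 µM, single point | Schedule: Dye loading 75 min at 37 °C, then 30 min room temperature | Signal: Calcium fluorescence with Fluo-8 | Evaluation: Percent inhibition of PEA-evoked calcium signal, max/basal emission ratio | Control set: DMSO-only wells and EC80 β-PEA-stimulated wells | Repeats: Singlicate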
CRFBP-R2 agonist: agonists of human CRF-binding protein/CRF-R2 receptor complex; HEK293 CRF-R2/CRF-BP, calcium dye fluorescence (FLIPR); percent of saturating CRF peptide response; activation, % at 13.2 µM; 0.46% of 350,000 active;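 active = activation of at least 50%, plus an integration ratio under a set limit after plate pattern correction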;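 note: plate controls were neutral control wells without compound for no effect and CRF at EC100 for full effect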
M5 antag: blocks acetylcholine activation of human M5 receptor | P08912 | CHO-hM5 cells, Fluo-8 calcium fluorescence, ACh EC80 | inhibition, % at 3 µM | 0.59% of 360,000 active;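 active = inhibition above a per-plate cutoff, the mean of that plate's test compounds plus 3 SD, cut at about 27% in these data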;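 note: 0% = acetylcholine EC80 with DMSO and 100% = DMSO without agonist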
Target sequence (P08912 whole entry, looked up): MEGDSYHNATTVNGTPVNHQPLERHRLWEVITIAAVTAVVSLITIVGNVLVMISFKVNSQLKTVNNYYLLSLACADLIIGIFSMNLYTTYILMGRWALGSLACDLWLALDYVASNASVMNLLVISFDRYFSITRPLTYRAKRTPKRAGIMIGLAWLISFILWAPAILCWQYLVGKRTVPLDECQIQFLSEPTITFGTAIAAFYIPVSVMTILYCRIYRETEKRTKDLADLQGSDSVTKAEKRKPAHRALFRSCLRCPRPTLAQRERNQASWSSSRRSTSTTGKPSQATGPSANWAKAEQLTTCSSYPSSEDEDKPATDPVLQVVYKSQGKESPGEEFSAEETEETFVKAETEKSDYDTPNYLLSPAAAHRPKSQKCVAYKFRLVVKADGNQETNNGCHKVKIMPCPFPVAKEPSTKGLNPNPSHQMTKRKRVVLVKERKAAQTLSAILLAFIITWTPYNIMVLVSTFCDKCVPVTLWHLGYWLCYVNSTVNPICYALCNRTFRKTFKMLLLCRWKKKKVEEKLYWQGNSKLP
CHRM5 agonist: agonists of human muscarinic M5 receptor (CHRM5); activation, % at 3 µM; 0.19% of 360,000 active; CHO-K1 hM5 cells, Fluo-8 calcium fluorescence; 0% DMSO wells, 100% maximal acetylcholine response; P08912;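 active = activation above the run's mean over test compounds plus 3 SD, cut at about 23% in these data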;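 note: signal is peak over basal fluorescence ratio across the kinetic read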
M5 PAM: CHRM5 positive allosteric modulation; P08912; CHO-K1 hM5, Fluo-8 calcium, ACh EC20 PAM; 0% = ACh EC20, 100% = ACh EC100; activation, % at 3 µM; 0.3% of 360,000 active; AID 624038;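 active = activation above the run cutoff, the mean activation of all test compounds plus 3 SD, cut at about 18% in these data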
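system = human M5 receptor in CHO-K1 cells | reagent = EC20 acetylcholine as agonist stimulus | compound dosing = single-point, 3 µM nominal | incubation = Fluo-8 loading 80 min at 37 °C plus 30 min room temperature | detection = Fluo-8 calcium dye fluorescence, kinetic read | benchmarks = low control EC20 acetylcholine (0%), high control EC100 acetylcholine (100%)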
CRFBP-R2 block: blocks CRF-induced signaling of the CRF-BP/CRF-R2 complex. inhibition, % at 11.8 µM. 0.59% of 350,000 active. HEK293 CRF-R2/CRF-BP, CRF-induced calcium fluorescence. AID 588475;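 active = inhibition of the ligand-induced calcium signal above about 50% at the single tested concentration, limit read from the data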
* = called active by the depositor; nt = not tested or not shown.

Order of values – M4 PAM | TAAR1 ag | M1 PAM parental | TAAR1 antagonist | CRFBP-R2 agonist | M5 antag | CHRM5 agonist | M5 PAM | CRFBP-R2 block
> CC(=O)C[C@@H](O)CC(=O)[C@@H]1OC(=O)[C@H](C)C/C=C\Cc2ccccc21
→ -2.2 | 2.2 | 4.9 | 9.8 | 6.6 | 2.9 | 4.0 | 2.4 | 10.5
> CCOC(=O)CC(=O)COc1nc2cc3c(nc2o1)CCCC3
→ 0.7 | 0.3 | 8.6 | -19.4 | 3.4 | 9.5 | -3.0 | -6.2 | -8.0
> COCC(=O)N(Cc1nc2ccccc2c(=O)[nH]1)Cc1cccs1
→ -1.1 | 4.7 | -5.1 | 2.3 | -0.3 | -4.8 | -0.9 | -2.3 | 5.8
> CCOC(=O)C1=CCN(S(=O)(=O)c2ccc(C)cc2)C1c1ccc(Cl)c(Cl)c1 (stereo unspecified)
→ -7.7 | 2.8 | 25.2 | 10.9 | nt | 1.1 | -3.7 | -7.0 | nt
> N#C/C(=C\c1ccc(Cl)cc1)C(=O)NC1CC1
→ 2.8 | 12.4 | 14.1 | -6.4 | -0.8 | 3.1 | 11.4 | 2.9 | -26.4
> CC1(C(=O)NS(=O)(=O)c2ccccc2Cl)CCN1C(=O)c1cccc(F)c1 (stereo unspecified)
→ 4.3 | -0.2 | -0.5 | -16.0 | nt | 4.7 | -0.9 | -3.0 | nt
> COc1ccc(NS(=O)(=O)c2ccc(C)c(NC(=O)CN3C(=O)NC4(CCCC4)C3=O)c2)cc1
→ 0.9 | 2.5 | -0.9 | -1.4 | 0.8 | 9.8 | 0.8 | -5.2 | -2.1
> CC(Sc1nnc2n1CCCCC2)C(=O)Nc1cccc(S(=O)(=O)N2CCOCC2)c1 (stereo unspecified)
→ 6.8 | 5.2 | -14.2 | -10.2 | -1.0 | -3.5 | 1.5 | 4.0 | 0.2
> [O-][n+]1onc2c1C(N1CCOCC1)CCC2N1CCOCC1 (stereo unspecified)
→ -3.6 | 10.3 | 13.0 | 8.4 | -0.7 | 0.8 | 0.0 | 1.1 | -4.6
> CCn1c(SCC(=O)Nc2cccc(OC)c2)nc2c(c1=O)SCC2
→ 2.1 | -1.6 | 16.1 | -29.9 | 0.7 | -0.1 | -1.3 | 3.3 | 15.2

Overlap with the part before: 2 compounds, then new ones.
Order of values – M4 PAM | TAAR1 ag | M1 PAM parental | TAAR1 antagonist | CRFBP-R2 agonist | M5 antag | CHRM5 agonist | M5 PAM | CRFBP-R2 block
> [O-][n+]1onc2c1C(N1CCOCC1)CCC2N1CCOCC1 (stereo unspecified)
→ -3.6 | 10.3 | 13.0 | 8.4 | -0.7 | 0.8 | 0.0 | 1.1 | -4.6
> CCn1c(SCC(=O)Nc2cccc(OC)c2)nc2c(c1=O)SCC2
→ 2.1 | -1.6 | 16.1 | -29.9 | 0.7 | -0.1 | -1.3 | 3.3 | 15.2
> Nc1cccc2c1C(=O)N(C(=O)/C=C/c1cccc(F)c1)C2=O
→ 5.1 | 3.1 | 15.6 | -19.9 | 10.3 | -5.1 | -1.1 | -0.3 | -9.1
> COc1ccc(C(=O)NC(=S)Nc2ccc(Cl)cn2)cc1OC
→ -0.1 | 6.4 | 12.7 | 3.6 | -0.1 | -7.2 | 2.1 | -0.6 | -25.3
> Cc1cc(C(=O)N2CCN(Cc3ccccc3)CC2)on1
→ -3.8 | 0.9 | -7.6 | -18.4 | -1.2 | 4.5 | 1.3 | 1.5 | 2.5
> CC1=C(C(=O)OC(C)C)C(c2cccs2)NC(=O)N1 (stereo unspecified)
→ 10.4 | 2.5 | 17.6 | -15.4 | -2.0 | 1.6 | -2.1 | 6.2 | 4.6
> CCn1c(N)c(C(=O)N2CCOCC2)sc1=S
→ 12.6 | 9.1 | 22.4 | -10.4 | -0.1 | -16.9 | -1.0 | 8.9 | 1.9
> CCc1ccc(N2CC(C(=O)OCC(=O)c3c(N)n(CC(C)C)c(=O)n(C)c3=O)CC2=O)cc1 (stereo unspecified)
→ 6.5 | 8.4 | 9.7 | -26.1 | 0.6 | 2.5 | 0.8 | 5.3 | 4.3
> CCOc1ccc(NC(=S)NCCCc2ccccc2)cc1
→ -8.4 | -1.5 | 3.6 | 6.8 | -0.1 | 9.9 | -11.3 | -0.6 | 0.7
> COc1ccc(OC)c(/C=N\NC(=O)CC(=O)NCCc2ccccc2)c1
→ -3.2 | 1.9 | -1.5 | -4.9 | -2.3 | -1.7 | -1.9 | 0.3 | 13.5
> O=C(c1ccccc1)N1CCN(c2ccc([N+](=O)[O-])c(NCc3ccco3)c2)CC1
→ 21.4* | 5.4 | 13.9 | -8.8 | -0.6 | 3.7 | -6.1 | -3.4 | 14.2
> Cc1ccc(C(=O)NNc2cc(=O)n(C)c(=O)n2C)cc1C
→ 1.2 | 5.4 | 8.1 | -2.3 | -0.8 | -5.0 | 2.1 | 1.6 | 1.5
> Cc1cc(C)nc(/N=C2\NC(=O)CC3C(=O)NCCN23)n1 (stereo unspecified)
→ 9.8 | 3.8 | 18.8 | -10.1 | -3.4 | -3.3 | -3.7 | -4.6 | 36.4
> O=C(NCCCN=C1NS(=O)(=O)c2ccccc21)c1ccco1
→ -0.6 | 5.8 | 4.3 | 0.1 | 0.9 | -1.3 | 2.1 | 1.8 | 19.1
> Cc1ccc(NC2=CC(=O)CC(c3ccco3)C2)c(N)c1 (stereo unspecified)
→ 1.0 | 5.6 | 11.5 | -9.3 | -0.4 | -0.2 | -1.0 | -3.8 | -3.4
> Cc1cc(C)c2c(n1)nn1c(C)c(CCC(=O)NCc3ccco3)c(C)nc21
→ 6.9 | 0.6 | -1.5 | -3.6 | -0.2 | 1.2 | 2.0 | -0.9 | 13.2
> CS(=O)(=O)c1ccc(C(=O)N2CC(=O)Nc3ccccc32)cc1
→ 8.5 | -1.6 | 16.9 | -5.8 | 2.1 | -12.2 | -1.9 | 10.6 | -11.1
> COC(=O)CCc1c(C)c(C(=O)c2cc(OC)c(OC)c(OC)c2)c2ccccn12
→ -7.9 | -0.2 | 19.9 | -10.0 | -0.5 | 6.9 | 0.7 | -1.3 | 27.5
> O=C(Nc1ccc(S(=O)(=O)NCc2ccccc2)cc1)Nc1ccc2c(c1)OCO2
→ -11.1 | nt | 10.1 | nt | 0.5 | 10.1 | 3.2 | -7.1 | -17.1
> Cn1cc(C(=O)C(=O)N2CCCCC2)c2ccccc21
→ -0.1 | 2.1 | 5.7 | 5.7 | 0.5 | 4.3 | 2.5 | -1.5 | 5.2
> Cc1ccn(CC(=O)N2N=C(C(F)F)CC2(O)C(F)F)n1 (stereo unspecified)
→ 10.5 | 4.8 | 10.2 | -10.4 | 7.9 | 9.2 | -3.8 | -0.5 | 6.4
> O=C(c1ccc(S(=O)(=O)c2ccccc2Cl)c([N+](=O)[O-])c1)N1CCCCCC1
→ -8.1 | 16.7 | 1.0 | 22.7 | -0.4 | 10.2 | 7.4 | -11.8 | -13.6
> Cc1ccccc1S(=O)(=O)c1c(C)cc(C)n(C)c1=O
→ -2.7 | 7.0 | 1.7 | -13.7 | 6.2 | -0.3 | -1.5 | -1.1 | 21.8
> Cc1c(S(=O)(=O)NC2CCCCCC2)c(=O)n(C)c(=O)n1C
→ -2.9 | 0.3 | 12.8 | -12.8 | -1.4 | 2.1 | -5.0 | -0.1 | 8.0
> Cc1nc(-c2ccccn2)sc1C(=O)Nc1ccc(F)cc1F
→ 5.7 | 0.1 | -2.3 | -0.4 | -0.7 | 1.7 | -1.3 | -2.6 | -1.3
> CCC(C)Oc1nc2ccccc2nc1NS(=O)(=O)c1ccccc1 (stereo unspecified)
→ 4.4 | -1.1 | 13.1 | 10.3 | 1.5 | -1.8 | -0.5 | 3.3 | 8.0
> O=C(NCC1CC1)Nc1ccc(Cl)cc1
→ 1.7 | 15.0 | -8.9 | -0.2 | -1.3 | 18.2 | -0.8 | -9.8 | 5.3
> CCOC(=O)c1cc2c(=O)n3ccccc3nc2n(CC2CCCO2)c1=NC(C)=O (stereo unspecified)
→ -4.6 | 6.3 | 5.9 | -17.6 | -1.3 | 0.7 | -3.1 | -1.8 | -5.3
> C=CCn1c(SCCN2CCOCC2)nc2c1c(=O)[nH]c(=O)n2C
→ 14.4 | 8.3 | -5.8 | -2.5 | 0.3 | -6.1 | -4.3 | 9.3 | -10.3
> C=CCN(c1ccccc1)S(=O)(=O)c1ccc(Cl)c(C(=O)OCC(=O)c2[nH]c(C)c(C(C)=O)c2C)c1
→ -30.5 | 5.2 | -8.8 | 49.6* | 0.2 | 17.4 | -2.8 | -19.4 | 18.4
> CCOc1ccc(NC(C)=O)cc1N
→ 13.5 | 2.0 | 17.9 | -4.0 | -2.1 | -4.0 | 3.6 | 1.0 | 4.4
> COc1ccc(-c2cn3cccnc3n2)cc1NC(=O)C1CC1
→ 9.4 | nt | 7.2 | nt | 0.2 | -2.5 | -1.4 | 19.0* | -3.1
> Cc1nc2c(-c3ccc(F)cc3)cnn2c2c1CCC2
→ 11.8 | -0.9 | 4.3 | -35.4 | 0.3 | -0.1 | -2.5 | -1.8 | 11.6
> CSc1ccccc1C(=O)NCCSC(C)(C)C
→ 9.1 | 10.3 | 10.4 | -2.4 | -0.8 | -0.1 | -1.1 | -2.3 | -5.4
> CC1(C(=O)Oc2ccccc2)Cc2ccccc2C(=O)O1 (stereo unspecified)
→ 16.4 | -0.2 | 9.9 | -10.7 | -1.3 | -6.0 | -0.4 | 3.1 | 8.2
> C1CCCC(N2CCNCC2)CC1
→ 0.4 | 12.5 | 9.3 | -0.1 | -1.5 | -2.9 | 0.1 | -2.6 | 5.0
> O=C(COC(=O)C1COc2ccccc2O1)Nc1ccc(Cl)cc1 (stereo unspecified)
→ 1.8 | 12.6 | 12.5 | -11.8 | 0.6 | 11.2 | -1.2 | -3.7 | 19.4
> CC(C)CN1CC(C)C(=O)NC1=S (stereo unspecified)
→ 7.2 | 6.9 | 19.5 | -15.8 | -1.2 | 4.6 | 0.2 | 5.2 | 6.8
> CCOc1cc(C(=O)OCC(=O)c2c(N)n(C)c(=O)n(C)c2=O)cc(OCC)c1OCC
→ 3.9 | 4.3 | 5.9 | -19.0 | 0.1 | 7.3 | 1.6 | -3.1 | -6.6
> CN(C)C(=O)c1ccc(SC(=S)NCc2ccccc2)cc1
→ 4.9 | 16.7 | 16.6 | -17.7 | nt | -5.2 | 9.7 | 4.7 | nt
> Cc1cccc(CCNc2nc3ccc(C)cc3n3cnnc23)c1
→ 3.4 | -2.2 | 21.8 | -2.0 | -3.7 | 12.5 | -2.6 | -0.6 | -22.2
> COc1cc(/C=C/c2[nH]c(=O)[nH]c(=O)c2[N+](=O)[O-])cc([N+](=O)[O-])c1O
→ -2.6 | 4.5 | -6.6 | -15.4 | -0.6 | 13.0 | -4.5 | -1.1 | 15.3
> O=C(COc1ccc(/C=N/NC(=O)c2cc3ccccc3o2)cc1Cl)Nc1ccccc1
→ -1.6 | nt | -8.4 | nt | -0.6 | 4.6 | -0.1 | -2.8 | 34.0

Compound activity as filed in PubChem.
